# Source: PubChem BioAssay (NMMLSC)
# RGS7-Gao reg = RGS7-Galphao binding modulators, primary screen, biochemical, multiplexed bead flow cytometry. Guanine nucleotide-binding protein G(o) subunit alpha (Homo sapiens), P09471. actives lie on both sides. binding response (% of control), % at 10 µM. 220,000 compounds, 0.35% hits. AID 1439, 2008; in the data active = binding response below about 49% or above about 150%; inconclusive = no clear call, values can overlap the other calls; inactive = in between;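 note: fluorescent Galphao held in activated GDP-AlF4 state binding bead-coupled RGS7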
# Avidin fluor = green autofluorescence of compounds with avidin beads – biophysical, 488/530 nm, flow cytometry, artefact control, profiling panel. compound fluorescence 488/530 nm; active compounds read high. 220,000 compounds, 0.38% hits. fluorescence (KMESF) at 10 µM; in the data active = fluorescence above about 47; note: inactives centre near 10
# GSH bead fluor = compound fluorescence on glutathione beads, profiling panel, artefact control, biophysical, 488/530 nm, flow cytometry; GSH beads flow cytometry, compound fluorescence 488/530 nm; active compounds read high; fluorescence (KMESF) at 10 µM; 190,000 compounds, 0.25% hits; AID 1776, 2009; in the data active = fluorescence above about 89;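 note: glutathione beads carrying GST-tagged Bcl family fusion proteins plus one bare bead set; values are compound well signal with DMSO vehicle wells as background; inactives centre near 16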
# ABCB1 inh = ABCB1 efflux pump inhibitors, primary screen, cell-based, multiplex, flow cytometry, ABCG2 counter-screen | AID 1326, 2008 | 190,000 compounds, 0.067% hits | CCRF-Adr cells, JC-1 efflux | ATP-dependent translocase ABCB1 (Homo sapiens), P08183 | inhibition, % at 6.6 µM; in the data active = inhibition above about 40%;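 note: 0% = vehicle and 100% = reference inhibitor; higher value means more JC-1 retained so stronger ABCB1 efflux block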
# Bcl-2 Bim block = inhibitors of Bim-Bcl-2 binding, primary screen, biochemical, multiplexed, human Bcl-2 family | AID 950, 2007 | Bead-based flow cytometry, Bim peptide-Bcl-2 binding | 190,000 compounds, 0.06% hits | Apoptosis regulator Bcl-2 (Homo sapiens), P10415 | inhibition, % at 10 µM; in the data active = inhibition above about 40%; inconclusive = no clear call, values can overlap the other calls;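 note: 0% = no compound wells with probe peptide and 100% = reference peptide inhibitor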
# Target sequence (P10415 whole entry, looked up): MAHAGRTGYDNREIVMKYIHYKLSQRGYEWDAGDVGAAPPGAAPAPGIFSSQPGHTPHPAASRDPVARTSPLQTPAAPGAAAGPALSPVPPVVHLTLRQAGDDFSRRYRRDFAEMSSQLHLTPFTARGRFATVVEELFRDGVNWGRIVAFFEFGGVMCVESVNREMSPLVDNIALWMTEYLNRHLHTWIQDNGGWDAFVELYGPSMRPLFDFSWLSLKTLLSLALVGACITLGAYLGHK
# Bfl-1 Bim block = inhibitors of Bim binding to Bfl-1, primary screen, biochemical, multiplexed, bead-based flow cytometry | AID 1008, 2008 | 190,000 compounds, 0.12% hits | Bim-Bfl-1 binding inhibition | inhibition, % at 10 µM | Bcl-2-related protein A1 (Homo sapiens), Q16548;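 note: 0% = wells without compound plus tracer and 100% = blocker peptide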
# RGS4-Gao reg = modulators of RGS4 binding to Galphao, primary screen, biochemical, multiplexed bead flow cytometry; Guanine nucleotide-binding protein G(o) subunit alpha (Homo sapiens), P09471; actives lie on both sides; binding response (% of control), % at 10 µM; 220,000 compounds, 0.33% hits; AID 1415, 2008; in the data active = binding response below about 49% or above about 150%; inactive = in between;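 note: fluorescent Galphao activated with aluminum fluoride binding bead-coupled RGS4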
# Bim-Bcl-B = inhibitors of Bim-Bcl-B binding, primary screen, biochemical, multiplexed, human Bcl-2 family. Bcl-2-like protein 10 (Homo sapiens), Q9HD36. bead-based flow cytometry, Bim peptide-Bcl-B binding. inhibition, % at 10 µM. 190,000 compounds, 0.073% hits. AID 951, 2007;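 note: 0% = tracer peptide without compound and 100% = reference inhibitor peptide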
# ABCG2 block = ABCG2 efflux pump inhibitors, primary screen, multiplex with ABCB1, IgMXP3 cells, flow cytometry. JC-1 efflux. inhibition, % at 6.6 µM. 190,000 compounds, 0.1% hits. AID 1325, 2008;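 active = inhibition above 80%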;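 note: 0% = DMSO and 100% = nicardipine control wells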
# Target sequence (Q9UNQ0 whole entry, looked up): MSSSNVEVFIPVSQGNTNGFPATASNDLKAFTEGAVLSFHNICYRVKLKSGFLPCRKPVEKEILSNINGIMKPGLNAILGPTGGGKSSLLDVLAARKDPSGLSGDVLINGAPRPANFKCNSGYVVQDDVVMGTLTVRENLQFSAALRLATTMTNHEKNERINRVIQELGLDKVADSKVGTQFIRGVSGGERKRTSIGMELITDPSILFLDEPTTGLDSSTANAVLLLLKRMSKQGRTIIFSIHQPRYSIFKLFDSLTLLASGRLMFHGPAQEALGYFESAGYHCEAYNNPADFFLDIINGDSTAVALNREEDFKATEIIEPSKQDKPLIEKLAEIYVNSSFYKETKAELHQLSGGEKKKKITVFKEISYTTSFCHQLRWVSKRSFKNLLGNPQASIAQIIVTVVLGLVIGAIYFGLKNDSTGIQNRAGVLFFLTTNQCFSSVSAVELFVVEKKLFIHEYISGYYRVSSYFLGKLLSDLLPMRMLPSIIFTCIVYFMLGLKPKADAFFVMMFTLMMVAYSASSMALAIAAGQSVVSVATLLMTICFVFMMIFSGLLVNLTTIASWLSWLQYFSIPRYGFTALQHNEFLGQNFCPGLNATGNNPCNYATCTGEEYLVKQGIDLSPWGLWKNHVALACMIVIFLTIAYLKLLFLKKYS
#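 Read-out basis: Efflux inhibition in percent versus controls | Test system: ABCG2 IgMXP3 and barcoded ABCB1 CCRF-Adr cell mix | Quantity: 3 million cells/mL in well | Schedule: 10 min at 25 °C | Control set: Nicardipine as high control, DMSO as low control | Reagent: JC-1 as fluorescent efflux pump substrate | Signal: Flow cytometry of retained JC-1 fluorescence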
# Bim-Bcl-W = inhibitors of Bim binding to Bcl-W, primary screen, biochemical, multiplexed, bead-based flow cytometry; Bcl-2-like protein 2 (Homo sapiens), Q92843; 190,000 compounds, 0.02% hits; inhibition, % at 10 µM; Bim peptide-Bcl-W binding; AID 952, 2007;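 note: 0% = bound tracer without compound and 100% = peptide blocker; higher means less fluorescent Bim peptide bound to Bcl-W beads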
# Target sequence (Q92843 whole entry, looked up): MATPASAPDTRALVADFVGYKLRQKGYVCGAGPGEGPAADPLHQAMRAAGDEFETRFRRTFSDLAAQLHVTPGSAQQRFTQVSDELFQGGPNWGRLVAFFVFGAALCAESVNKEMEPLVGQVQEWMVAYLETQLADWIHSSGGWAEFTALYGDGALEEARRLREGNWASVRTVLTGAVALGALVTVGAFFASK
# Bim-Bcl-XL = inhibitors of Bim-Bcl-XL binding, primary screen, biochemical, multiplexed, bead flow cytometry, human Bcl-XL | Bim peptide-Bcl-XL binding, fluorescence | AID 1007, 2008 | 190,000 compounds, 0.04% hits | inhibition, % at 10 µM
# * marks the source's active call; other numbers are inactive results; ? = inconclusive. Cut-off read from the data, not from the text of the source, unless noted: active = inhibition above about 40%.
no.	structure	RGS4-Gao reg	Avidin fluor	ABCG2 block	RGS7-Gao reg	Bfl-1 Bim block	Bcl-2 Bim block	Bim-Bcl-XL	GSH bead fluor	Bim-Bcl-B	ABCB1 inh	Bim-Bcl-W
1	O=C(Nc1ccccc1C(=O)Nc1ccccn1)c1ccc([N+](=O)[O-])cc1	98.8	15	4.8	?	-3.0	-1.0	1.0	7	0.0	0.6	0.0
2	Cc1cc(C)cc(NC(=O)c2ccc([N+](=O)[O-])o2)c1	101.7	10	21.5	101.0	-2.0	1.0	0.0	23	-2.0	1.3	-2.0
3	CCC(C(=O)Nc1ncc(C)s1)c1ccccc1 (stereo unspecified)	97.9	10	1.9	96.8	-4.0	0.0	-5.0	13	-3.0	-0.1	0.0
4	CCCN=CC1=C(O)CC(c2ccccc2)CC1=O (stereo unspecified)	105.1	6	5.5	110.2	-3.0	1.0	-8.0	19	-6.0	0.0	-3.0
5	COc1ccc(-n2c(N)c(C(=O)NCc3ccco3)c3nc4ccccc4nc32)cc1OC	102.7	4	1.9	100.1	9.0	1.0	1.0	17	-17.0	0.4	-1.0
6	CCOC(=O)c1nn(-c2ccc(F)cc2)cc1O	103.3	6	1.1	112.8	-1.0	-4.0	1.0	21	-5.0	-0.5	0.0
7	O=C(CSc1cccc2cccnc12)N/N=C/c1cccnc1	98.1	7	-0.7	?	6.0	4.0	0.0	16	1.0	-0.8	0.0
8	c1ccc(-c2cn3nc(-c4ccccc4)c(-c4ccccc4)nc3n2)cc1	100.8	35	2.0	105.8	10.0	18.0	9.0	10	-9.0	0.6	8.0
9	COCCn1c(SCc2ccc(OC)c(F)c2)nc2ccccc2c1=O	98.2	10	5.9	?	-4.0	-5.0	2.0	12	-1.0	0.8	0.0
10	COc1ccc(NC(=S)c2ccccc2)cc1	99.3	13	-0.2	99.8	-6.0	-5.0	-6.0	13	-6.0	-0.1	-7.0
11	Cn1c(SCC(=O)NC2CCCC2)nnc1-c1ccc(S(=O)(=O)N2CCOCC2)cc1	99.0	13	0.7	105.2	-8.0	-8.0	-3.0	38	-6.0	0.6	0.0
12	O=C1c2ccccc2CC1Sc1nnc(-c2ccncc2)o1 (stereo unspecified)	101.4	11	-1.6	98.8	5.0	0.0	-6.0	19	-11.0	-0.5	-2.0
13	O=C(c1cccc2ccccc12)N1CCN(CC2CC=CCC2)CC1 (stereo unspecified)	107.8	27	2.4	100.0	-3.0	0.0	-3.0	24	-2.0	0.6	3.0
14	CCn1c(/C=C/c2cccc([N+](=O)[O-])c2)nc2ccccc2c1=O	111.3	15	5.1	105.3	0.0	0.0	-3.0	11	-3.0	0.9	-3.0
15	COc1cc2[nH]c(=O)n(CCC(=O)N3CCC(N4CCCCC4)CC3)c(=O)c2cc1OC	103.9	25	0.0	104.8	-10.0	-5.0	1.0	10	-7.0	0.0	-2.0
16	CC(=O)c1ccc(NC(=S)NCC(c2ccco2)N2CCCC2)cc1 (stereo unspecified)	92.3	8	1.9	?	-5.0	-2.0	-1.0	12	-5.0	0.4	0.0
17	O=C(O)c1ccccc1-c1ccccc1C(=O)Nc1cccc(-c2nc3ccccc3o2)c1	100.8	9	-0.3	98.3	-1.0	1.0	0.0	14	0.0	0.1	0.0
18	COC(=O)c1ccc(N=Cc2c(C(F)(F)F)[nH][nH]c2=O)cc1	101.5	12	-0.9	?	-5.0	-4.0	-1.0	9	-2.0	-0.7	0.0
19	O=C1CC(c2ccc(Cl)c([N+](=O)[O-])c2)c2ccc3ccccc3c2N1 (stereo unspecified)	92.8	15	22.5	93.5	-5.0	-2.0	-3.0	9	-3.0	2.4	0.0
20	COc1cccc(N=Nc2c(N)[nH][nH]c2=O)c1	101.3	3	8.1	103.5	-1.0	-1.0	-2.0	4	-3.0	0.3	-2.0
21	O=C(NCc1cccnc1)c1cnc2n(c1=O)CCS2	103.2	17	0.1	102.0	0.0	21.0	0.0	20	-3.0	0.1	-1.0
22	C=CCn1cnc2scc(-c3ccccc3)c2c1=O	105.0	10	2.2	103.9	-7.0	-4.0	-3.0	62	-5.0	0.1	3.0
23	N#CC1=C(N)N2C(=C(C#N)C1c1cccc(Br)c1)Nc1ccccc12 (stereo unspecified)	103.3	23	32.1	100.0	-5.0	-7.0	-5.0	11	-11.0	-0.8	-2.0
24	O=c1[nH]c2ccccc2s1	88.6	3	0.7	88.2	0.0	-4.0	-2.0	17	-7.0	0.3	-1.0
25	COc1ccc(C2c3c(oc4ccccc4c3=O)C(=O)N2CC2CCCO2)cc1 (stereo unspecified)	104.0	14	0.9	100.4	0.0	0.0	-1.0	10	-3.0	2.5	0.0
26	Cc1ccc(OCCn2c(=O)n(C)c3ccccc32)cc1	96.0	14	1.0	101.9	-6.0	-4.0	-2.0	12	-1.0	-0.1	-4.0
27	Nc1nc(N)c(N=Nc2ccc(Cl)cc2)c(=O)[nH]1	100.1	12	0.8	?	-7.0	0.0	4.0	11	-2.0	0.4	2.0
28	Cc1ccc(NC(=O)COC(=O)c2ccc(Cl)cc2)cc1S(=O)(=O)N(C)C	105.0	13	1.8	?	2.0	-1.0	0.0	15	-1.0	0.3	-3.0
29	Cc1cc(NC(=O)/C=C/c2ccc(F)cc2)n(-c2nc3ccccc3[nH]2)n1	98.3	6	-0.4	100.9	0.0	0.0	-6.0	8	-6.0	0.9	-8.0
30	CN=c1scc(-c2ccc([N+](=O)[O-])cc2)n1/N=C/c1ccco1	94.3	20	5.3	95.6	-2.0	0.0	-3.0	7	-7.0	0.7	0.0
31	CCCCc1ccc(-c2csc(/C(C#N)=C\c3ccco3)n2)cc1	102.6	16	-4.3	99.8	-6.0	-5.0	-6.0	8	-5.0	-0.8	-4.0
32	COc1ccccc1/C=N/NC(=O)CCn1cnc2ccccc21	99.6	18	15.9	100.0	-17.0	-11.0	-6.0	18	-11.0	1.3	-7.0
33	CC(C(=O)NCCS(=O)(=O)c1ccc(Cl)cc1)S(=O)(=O)c1ccc(Cl)cc1 (stereo unspecified)	95.4	12	1.8	100.8	-6.0	-2.0	-3.0	13	-2.0	1.0	-1.0
34	Cc1ccc(C(=O)/C=C/c2c(C)nn(-c3ccccc3)c2Cl)cc1	101.8	33	2.6	99.0	0.0	0.0	0.0	16	-2.0	0.6	0.0
35	COC(=O)Cn1c(=NC(=O)c2ccc(Cl)s2)sc2cc(F)ccc21	91.6	14	-5.6	89.9	-14.0	-8.0	-4.0	16	-9.0	-0.1	-4.0
36	COC(=O)c1cc(C(=O)OC)n(Cc2ccc(F)cc2)c1C	99.2	7	1.6	95.4	-4.0	-5.0	-4.0	18	-4.0	0.4	1.0
37	O=C(CCl)NCCNC(=O)c1cc(OCC(F)(F)F)ccc1OCC(F)(F)F	86.9	9	9.2	?	-6.0	0.0	-1.0	14	-3.0	1.1	1.0
38	O=C(Nc1ccc(CN2CCCCC2)cc1)c1c(F)c(F)c(F)c(F)c1F	101.8	9	0.7	97.1	-6.0	-2.0	-1.0	21	-2.0	0.0	1.0
39	COc1ccc(-c2n[nH]c(=S)n2-c2ccc3c(c2)OCCO3)cc1OC	103.5	8	-4.2	106.2	6.0	-2.0	-4.0	12	-31.0	-1.3	-2.0
40	CC(=O)Oc1ccccc1C1OC(=O)c2ccccc2N1C(C)=O (stereo unspecified)	101.8	20	1.0	107.8	-11.0	-4.0	-6.0	31	-5.0	0.8	0.0
41	CCCOc1ccc(NC(=O)CC2C(=O)N(Cc3ccccc3)C(=S)N2Cc2cccs2)cc1 (stereo unspecified)	94.6	1	-2.2	90.8	0.0	-2.0	-6.0	12	-5.0	0.5	-1.0
42	COc1ccc2cc3cc(C(=O)NCc4ccccn4)oc3nc2c1	97.7	31	2.4	94.6	-1.0	-1.0	-4.0	12	-1.0	0.6	-1.0
43	N#C/C(=C/c1ccncc1)c1nc2ccccc2s1	99.8	20	3.2	96.5	-2.0	0.0	-1.0	11	-2.0	0.1	2.0
44	COc1cccc(C(=O)N2CCCc3ccccc32)c1	96.3	6	4.2	97.5	0.0	-1.0	-3.0	55	0.0	1.0	0.0
45	CC(=O)C1=C(C)NC(C)=C(C(C)=O)C1c1cccs1	106.1	26	3.5	94.2	7.0	0.0	1.0	29	2.0	0.3	3.0
46	Cc1ccc(C)c(S(=O)(=O)N2CCCOC2CNC(=O)C(=O)NCCCn2ccnc2)c1 (stereo unspecified)	103.0	10	0.0	97.6	-17.0	-11.0	-9.0	11	-11.0	0.0	-4.0
47	CCOCCc1nnc(NC(=O)c2cc(OC)c(OC)cc2[N+](=O)[O-])s1	96.1	9	13.9	?	-6.0	-3.0	-2.0	16	-3.0	0.4	-2.0
48	CCc1cc(C(=O)N2CCCC(CNC(=O)c3ccc(-c4ccccc4)cc3)C2)no1 (stereo unspecified)	98.8	2	1.2	95.7	-5.0	0.0	-4.0	16	-7.0	0.6	-4.0
49	COC(=O)c1ccc(OCC(=O)c2ccc(C)c(C)c2)cc1	101.2	2	0.8	103.8	-1.0	0.0	-3.0	5	-2.0	0.0	0.0
50	CSCC[C@H](NC(=O)C1CCN(S(=O)(=O)c2ccc(C)cc2)CC1)C(=O)NCc1ccco1	98.9	8	3.4	97.6	-16.0	-14.0	-9.0	18	-11.0	0.6	-2.0
51	CCn1nnnc1NCc1ccc(OCc2c(F)cccc2Cl)c(OC)c1	101.0	9	6.6	102.6	-5.0	1.0	0.0	18	0.0	0.0	-2.0

# Rewritten with values under each structure: part of the list above.
# Below each SMILES: RGS4-Gao reg	Avidin fluor	ABCG2 block	RGS7-Gao reg	Bfl-1 Bim block	Bcl-2 Bim block	Bim-Bcl-XL	GSH bead fluor	Bim-Bcl-B	ABCB1 inh	Bim-Bcl-W
49. COC(=O)c1ccc(OCC(=O)c2ccc(C)c(C)c2)cc1
    101.2	2	0.8	103.8	-1.0	0.0	-3.0	5	-2.0	0.0	0.0
44. COc1cccc(C(=O)N2CCCc3ccccc32)c1
    96.3	6	4.2	97.5	0.0	-1.0	-3.0	55	0.0	1.0	0.0
42. COc1ccc2cc3cc(C(=O)NCc4ccccn4)oc3nc2c1
    97.7	31	2.4	94.6	-1.0	-1.0	-4.0	12	-1.0	0.6	-1.0
41. CCCOc1ccc(NC(=O)CC2C(=O)N(Cc3ccccc3)C(=S)N2Cc2cccs2)cc1 (stereo unspecified)
    94.6	1	-2.2	90.8	0.0	-2.0	-6.0	12	-5.0	0.5	-1.0
